Giardia killer: kills Giardia lamblia. Giardia lamblia trophozoite viability. activity change, % at 7.66 µM, hits read low. 340,000 tested, 0.15% active; in the data active means activity change below about -80%; inconclusive means between about -30% and that limit;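 further: parasites exposed to compound for two days anaerobically before the ATP read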
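Viability, read as ATP luminescence: trophozoites at 100 cells/well, compound added, 48 hrs anaerobic at 37 deg C, then 15-30 min room-temperature development before reading.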
FLuc counter: firefly luciferase modulation, counter-screen for miR-21 project. P08659. purified FLuc, Km substrates, luminescence inhibition. Potency, µM (series often up to 57.5 µM), inactives show top-dose activity change, negative = inhibition, most hits filed as inhibitors. 360,000 tested, 6.9% active. AID 588342;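 further: potency means the concentration at half of the fitted maximal effect; plate controls were vehicle for no effect and reference inhibitor for full effect; nearly all actives have a fitted effect of over 55% in size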
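Biochemical qHTS of compounds, final roughly 60 µM downward over six points, against 10 nM purified firefly luciferase using Km concentrations of substrates (10 uM D-luciferin, 10 uM ATP) in Tris acetate pH 7.5 buffer; luminescence output.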
uPA generation: blocks generation of uPA at the cell surface; 330,000 tested, 0.31% active; cell surface uPA generation assay, qHTS; Potency, µM (top dose mostly 38.3 µM), without a hit: top-dose activity change, negative = inhibition, hits mostly inhibitors; AID 540303; active means well fitted inhibition curve with a large enough effect; inconclusive means small, poorly fitted or top-dose-only effect; inactive means no such curve, though single readings can be large or run the other way; tested in mouse RAW 264.7 cells; further: potency means the concentration at half of the fitted maximal effect; nearly all actives have a fitted effect of over 55% in size
FBPA coupling cs: counter-screen for Giardia aldolase inhibitors: coupling enzyme system. coupling enzyme system counterscreen, AmpLite Red fluorescence. activity change, negative = inhibition, % at 58.2 µM, hits read low. 290,000 tested, 0.67% active; in the data active means activity change below about -30%
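Compounds tested against the coupling enzymes alone at 57.5 uM final; readout was AmpLite Red fluorescence (525/598 nm) after 20 min at RT.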
RORg inh: inhibitors of mouse ROR gamma transcriptional activity | P51450 | Drosophila S2 Gal4-RORgamma UAS-luciferase reporter, 20 h | Potency, µM (top dose mostly 53.6 µM), without a hit: top-dose activity change, negative = inhibition, usual class: inhibitors | 310,000 tested, 5.4% active | AID 2551; further: potency means the concentration at half of the fitted maximal effect; nearly all actives have a fitted effect of over 60% in size
Target sequence (P51450 whole entry, looked up, the tested form may be a part): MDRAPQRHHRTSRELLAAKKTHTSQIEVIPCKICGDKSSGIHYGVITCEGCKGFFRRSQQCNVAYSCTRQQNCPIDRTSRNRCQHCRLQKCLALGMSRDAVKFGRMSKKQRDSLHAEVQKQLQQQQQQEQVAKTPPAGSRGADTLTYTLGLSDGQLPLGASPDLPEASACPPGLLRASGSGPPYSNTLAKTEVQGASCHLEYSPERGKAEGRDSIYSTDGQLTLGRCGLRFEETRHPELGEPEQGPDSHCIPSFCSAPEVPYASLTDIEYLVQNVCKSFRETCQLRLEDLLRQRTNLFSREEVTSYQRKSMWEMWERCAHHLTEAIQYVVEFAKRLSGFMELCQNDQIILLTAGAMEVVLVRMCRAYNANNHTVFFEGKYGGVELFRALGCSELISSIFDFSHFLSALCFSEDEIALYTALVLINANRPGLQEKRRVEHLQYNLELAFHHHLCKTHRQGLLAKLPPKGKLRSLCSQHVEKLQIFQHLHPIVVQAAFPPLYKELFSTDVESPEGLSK
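Luciferase reporter read in Schneider cells carrying Gal4-RORγ (mouse) and UAS-Photinus luciferase; cells given compound 1 h before 700 uM copper sulfate induction, then incubated 20 h at ambient temperature.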
Gal4-VP16 FLuc: inhibits Gal4-VP16 luciferase reporter, ROR gamma counter-screen; Drosophila S2 Gal4-VP16 UAS-luciferase, luminescence, 20 h; Potency, µM (doses to about 53.6 µM), without a hit: top-dose activity, negative = inhibition, usual class: inhibitors; 310,000 tested, 3.5% active; AID 2546;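 further: Gal4-VP16 expression switched on by copper sulfate through the metallothionein promoter; potency means the concentration at half of the fitted maximal effect; nearly all actives have a fitted effect of over 50% in size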
Starred values were filed as active, the others as inactive; u = inconclusive; x = not tested or not shown; & = joins results of further samples; [ ] = remark or other dose. Unless noted, the call rests on the fitted dose curve; in most records, active means well fitted curve in the direction sought with a large enough effect; inconclusive means small, poorly fitted or top-dose-only effect, or another doubt; inactive means no such curve, though single readings can be large; an effect the other way counts as inactive or inconclusive. Unless noted, on the % scale 0 is the no-effect control and ±100 the full control effect. This is a subset, so the mix of outcomes need not match the whole.

SMILES | Giardia killer | FLuc counter | uPA generation | FBPA coupling cs | RORg inh | Gal4-VP16 FLuc
CN1CCN(c2cc3c(cc2F)c(=O)c(C(=O)O)cn3-c2ccc(F)cc2)CC1 | x | x | x | x | 2%[10 µM] | 10%
CCCCCCCCCCOCC(O)CN (stereo unspecified) | x | x | x | x | -15% | 8%
CCCCN(CCCC)CC(O)c1cc(Cl)cc2c1-c1ccc(Cl)cc1/C2=C/c1ccc(Cl)cc1 (stereo unspecified) | x | x | x | x | -19% | u
CCCC(=O)O[C@]1(C(=O)CCl)[C@H](C)C[C@@H]2[C@H]3CCC4=CC(=O)C=C[C@]4(C)[C@@]3(F)C(=O)C[C@@]21C | x | x | x | x | 10µM* | 4%
O=C(Nc1ccc([N+](=O)[O-])cc1)Nc1ccc([N+](=O)[O-])cc1 | x | x | x | x | 17%[10 µM] | -14%
C[C@@H]1O[C@@H](O[C@@H]2[C@@H](O)[C@H](OCCc3ccc(O)c(O)c3)O[C@H](CO[C@@H]3O[C@H](CO)[C@@H](O)[C@H](O)[C@H]3O)[C@H]2OC(=O)/C=C/c2ccc(O)c(O)c2)[C@H](O)[C@H](O)[C@H]1O | x | x | x | x | 18% | 2%
OCCOCCOCCO | x | x | x | x | -2%[10 µM] | 1%
COC(=O)c1ccccc1C(=O)c1ccc(OCCN2CCCCC2)cc1 | x | x | x | x | -9% | -7%
Cc1c(C(C)C)c(=O)n(-c2ccccc2)n1C | x | x | x | x | -11%[10 µM] | 2%
CN1CCN(C(=O)C2CCCCC2)CC1 | x | x | x | x | 20% | 4%
Nc1ccc(S(=O)(=O)NCc2ccccc2)cc1 | x | x | x | x | 23% | -1%
O=C(OC1C[C@@H]2CC3C[C@H](C1)N2CC3=O)c1c[nH]c2ccccc12 (stereo partly specified) | x | x | x | x | 9% | 3%
CN1CCC(Nc2ncc3ncnc(Nc4ccc(F)c(Cl)c4)c3n2)CC1 | x | x | x | 1 | 7% | -6%
Cc1cn([C@H]2C[C@H](O)[C@@H](CO)O2)c(=O)[nH]c1=O | x | x | x | 0&2 | -4%&7% | -4%&-1%
CCN(CCCCOC(=O)c1ccc(OC)c(OC)c1)[C@@H](C)Cc1ccc(OC)cc1 | x | x | x | 3 | -16%[2.98 µM] | 3%[17 µM]
C[C@H]1C[C@@H]2[C@H]3CCC4=CC(=O)C=C[C@@]4(C)[C@@]3(Cl)[C@@H](O)C[C@]2(C)[C@]1(OC(=O)c1ccco1)C(=O)CCl | x | x | x | -4 | u | -22%[17 µM]
c1ccc(CNCCNCc2ccccc2)cc1 | x | x | x | 2 | 2%&-10% | 3%&3%
Cc1ccc(C(=O)C(C)CN2CCCCC2)cc1 (stereo unspecified) | x | x | x | 2 | 6% | -3%
COc1ccc([C@@H]2CNC(=O)C2)cc1OC1CCCC1 | x | x | x | -3&5&0&1 | 12% | 2%
COc1c(O)cc2c(c1O)[C@@H]1O[C@@H](CO)[C@@H](O)[C@@H](O)[C@@H]1OC2=O | x | x | x | 1 | 0%[2.98 µM] | 5%[17 µM]
C[C@H](CCC(=O)O)[C@H]1CC[C@@H]2[C@@H]3[C@@H](O)C[C@H]4C[C@@H](O)CC[C@@]4(C)[C@H]3CC[C@@]21C | x | x | x | 6 | 5%[2.98 µM] | 0%[17 µM]
COc1cc2oc(=O)ccc2cc1O | x | x | x | 1 | -7% | 0%
COc1cc2[nH]c(=O)[nH]c(=O)c2cc1OC | x | x | x | -4 | 15% | 0%
O=C(O)[C@@H]1[C@@H]2C[C@H]3c4[nH]c5ccccc5c4CCN3C[C@@H]2CC[C@@H]1O | x | x | x | -12 | -32%[16.9 µM] | 8%[17 µM]
CN=C(NC#N)Nc1ccc(C2=NNC(=O)CC2C)cc1 (stereo unspecified) | x | x | x | -4 | 1% | 4%
CC(C)[C@@H]1C(=O)N(S(C)(=O)=O)[C@H]2CCN(C(=O)/C=C\CN3CCCCC3)[C@@H]12 | x | x | x | 0 | 0% | 5%
CC1(C)Oc2ccc(C#N)cc2[C@H](N2CCCC2=O)[C@H]1O | x | x | x | 1&1 | -1%&-4% | -2%&0%
CC1(C)OC2CC(=O)OC[C@@]23C1CC(=O)[C@]1(C)C3CC[C@@]2(C)C(c3ccoc3)OC(=O)C3O[C@@]321 (stereo partly specified) | x | x | x | 3 | -25% | 0%
C[C@@H]1[C@H](C)CC[C@@]2(C(=O)O[C@H]3O[C@@H](CO[C@H]4O[C@@H](CO)[C@@H](O[C@H]5O[C@@H](C)[C@@H](O)[C@@H](O)[C@@H]5O)[C@@H](O)[C@@H]4O)[C@@H](O)[C@@H](O)[C@@H]3O)CC[C@]3(C)C(=CC[C@H]4[C@@]5(C)C[C@@H](O)[C@@H](O)[C@](C)(CO)[C@@H]5CC[C@@]43C)[C@@H]12 | x | x | x | 1 | -16%[16.9 µM] | 4%[17 µM]
C[C@@H]1O[C@H](O[C@@H]2C(O)[C@H](O)[C@@H](CO)O[C@H]2Oc2cc(O)c3c(=O)cc(-c4ccc(O)cc4)oc3c2)[C@H](O)[C@H](O)[C@H]1O (stereo partly specified) | x | x | x | 3 | 11% | -10%
NC(=O)c1ccc(-c2nc(-c3ccc4c(c3)OCO4)c(-c3ccccn3)[nH]2)cc1 | x | x | x | -4&1 | 11%&0% | -19%&-5%
CCc1cc(-c2n[nH]c(C)c2-c2ccc3c(c2)OCCO3)c(O)cc1O | x | x | x | -2 | 13µM* | u
NC(=O)c1ccc([N+](=O)[O-])cc1Cl | x | x | x | 4 | -11% | -2%
CCCN(CCC)C(=O)[C@@H](CCC(=O)O)NC(=O)c1ccccc1 | x | x | x | 4 | -13%[16.9 µM] | -6%[17 µM]
NC(=O)NC(=O)Cc1ccccc1 | x | x | x | -1 | -1% | 0%
COc1ccc(-c2oc3c(CC=C(C)C)c(O[C@H]4OC(CO)C(O)C(O)C4O)cc(O)c3c(=O)c2O[C@@H]2OC(C)C(O)C(O)C2O)cc1 (stereo partly specified) | x | x | x | 2 | -9% | -22%

Sorted by formula weight (low to high): twelve of the compounds above.
SMILES | Giardia killer | FLuc counter | uPA generation | FBPA coupling cs | RORg inh | Gal4-VP16 FLuc
NC(=O)NC(=O)Cc1ccccc1 | x | x | x | -1 | -1% | 0%
COc1cc2oc(=O)ccc2cc1O | x | x | x | 1 | -7% | 0%
NC(=O)c1ccc([N+](=O)[O-])cc1Cl | x | x | x | 4 | -11% | -2%
COc1cc2[nH]c(=O)[nH]c(=O)c2cc1OC | x | x | x | -4 | 15% | 0%
CN=C(NC#N)Nc1ccc(C2=NNC(=O)CC2C)cc1 (stereo unspecified) | x | x | x | -4 | 1% | 4%
CC1(C)Oc2ccc(C#N)cc2[C@H](N2CCCC2=O)[C@H]1O | x | x | x | 1&1 | -1%&-4% | -2%&0%
O=C(O)[C@@H]1[C@@H]2C[C@H]3c4[nH]c5ccccc5c4CCN3C[C@@H]2CC[C@@H]1O | x | x | x | -12 | -32%[16.9 µM] | 8%[17 µM]
NC(=O)c1ccc(-c2nc(-c3ccc4c(c3)OCO4)c(-c3ccccn3)[nH]2)cc1 | x | x | x | -4&1 | 11%&0% | -19%&-5%
CC(C)[C@@H]1C(=O)N(S(C)(=O)=O)[C@H]2CCN(C(=O)/C=C\CN3CCCCC3)[C@@H]12 | x | x | x | 0 | 0% | 5%
CC1(C)OC2CC(=O)OC[C@@]23C1CC(=O)[C@]1(C)C3CC[C@@]2(C)C(c3ccoc3)OC(=O)C3O[C@@]321 (stereo partly specified) | x | x | x | 3 | -25% | 0%
COc1ccc(-c2oc3c(CC=C(C)C)c(O[C@H]4OC(CO)C(O)C(O)C4O)cc(O)c3c(=O)c2O[C@@H]2OC(C)C(O)C(O)C2O)cc1 (stereo partly specified) | x | x | x | 2 | -9% | -22%
C[C@@H]1[C@H](C)CC[C@@]2(C(=O)O[C@H]3O[C@@H](CO[C@H]4O[C@@H](CO)[C@@H](O[C@H]5O[C@@H](C)[C@@H](O)[C@@H](O)[C@@H]5O)[C@@H](O)[C@@H]4O)[C@@H](O)[C@@H](O)[C@@H]3O)CC[C@]3(C)C(=CC[C@H]4[C@@]5(C)C[C@@H](O)[C@@H](O)[C@](C)(CO)[C@@H]5CC[C@@]43C)[C@@H]12 | x | x | x | 1 | -16%[16.9 µM] | 4%[17 µM]

Continued:
SMILES | Giardia killer | FLuc counter | uPA generation | FBPA coupling cs | RORg inh | Gal4-VP16 FLuc
COC(=O)Nc1nc2ccc(S(=O)c3ccccc3)cc2[nH]1 (stereo unspecified) | x | x | x | 3 | 26% | 0%
Cc1ccc(Cc2c(C)nc3c(-c4ccccc4)c(C)[nH]n3c2=O)cc1 | x | 0% | x | x | x | x
Cc1ccc(CNC(=O)C2CCN(S(=O)(=O)c3c(C)noc3/C=C/c3ccccc3F)CC2)o1 | x | 1% | x | x | x | x
COc1ccc(Cn2c(CCC(=O)Nc3cccc(OC)c3)nc3cccnc32)cc1 | x | -3% | x | x | x | x
Cc1cc(Cl)ccc1NC(=O)Cn1nc(C)c2c(C)n(-c3ccccc3)nc2c1=O | x | 3% | x | x | x | x
Cc1cc(NC(=O)C2CCN(S(=O)(=O)c3ccc4[nH]c(=O)oc4c3)CC2)ccc1Br | x | u | x | x | x | x
COc1ccc(NC(=O)C2CCCN(c3nnc(C)c4c(C)n(-c5ccccc5)nc34)C2)cc1Cl (stereo unspecified) | x | -12% | x | x | x | x
CCOc1ccccc1NC(=O)CSc1nc2ccccc2c2nc(CCn3cncc3C)nn12 | x | -4% | x | x | x | x
COc1cc(C(=O)NC(c2ccccc2Cl)c2cc(Cl)c3cccnc3c2O)cc(OC)c1OC (stereo unspecified) | x | -3% | x | x | x | x
COc1ccc2c(CNCCc3ccccc3OC)c(C(=O)O)n(Cc3ccc(F)cc3Cl)c2c1 | x | -11% | x | x | x | x
Cc1nc2nc(NC(=O)c3cccc(Cl)c3)[nH]n2c(=O)c1Cc1ccccc1 | x | u | x | x | x | x
CC(=O)OCC(=O)C1(O)CCC2C3CCC4=CC(=O)C=CC4(C)C3(F)C(O)CC21C (stereo unspecified) | 13 | x | 4% | x | x | x
CC(C)(C)c1ccc(S(=O)(=O)c2cnc(SCC(=O)Nc3ccc(F)c(Cl)c3)[nH]c2=O)cc1 | 5 | u | x | x | x | x

Taken from above for reference:
SMILES | Giardia killer | FLuc counter | uPA generation | FBPA coupling cs | RORg inh | Gal4-VP16 FLuc
CC(=O)OCC(=O)C1(O)CCC2C3CCC4=CC(=O)C=CC4(C)C3(F)C(O)CC21C (stereo unspecified) | 13 | x | 4% | x | x | x
CC(C)(C)c1ccc(S(=O)(=O)c2cnc(SCC(=O)Nc3ccc(F)c(Cl)c3)[nH]c2=O)cc1 | 5 | u | x | x | x | x

Screening results as filed in PubChem.
